Bioassay records (PubChem)
S3 lipid droplet: qHTS Assay for Lipid Storage Modulators in Drosophila S3 Cells; actives 0.64% (n = 320,000); lipid storage change, negative = inhibition, % at the top dose, mostly 46.1 µM; hits show Potency in µM; AID 2685, 2010; Drosophila S3 cells, BODIPY lipid droplet fluorescence, 18-24 h; cells fed with added oleic acid; active means well fitted inhibition curve with a large enough effect in the signal ratio, with a control signal flat, not every such curve was filed as active; inconclusive means small, poorly fitted or top-dose-only effect, or effect the other way, or a change in a side signal; the % refers to the signal ratio
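Drosophila S3 cells loaded with oleic acid (400 uM, as added) and compounds at several concentrations; lipid droplets imaged by 488-nm laser-scanning cytometry, 500–530 nm intensity and object ratio to cell channel. Percent activity normalized to 20 uM Triacsin C.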
S3 lipid droplet cell count max: also measured in S3 lipid droplet; calls as there; cell number change, %; measured here: cell count max response;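 cells counted by Cell Tracker Red CMTPX staining in the red channel; peak over a dose series mostly up to 46.1 µM; percent activity relative to internal control wells on each plate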
Active calls of the source: *; i = inactive; ? = inconclusive; nt = not tested or not shown; [ ] = dose if it differs, or a comment. On the % scale 0 is the no-effect control and ±100 the full control effect; potency means the concentration at half of the fitted maximal effect.

Start of the data: the first 4 compounds, ahead of the listing:
SMILES	S3 lipid droplet	S3 lipid droplet cell count max
O=C(N/N=C/C(Cl)=C/c1ccccc1)c1ccncc1	?	nt
NC(=O)C1CCN(C(c2ccccc2F)c2nnnn2Cc2ccco2)CC1 (stereo not drawn)	?	nt
COc1cccc(NC(=S)NC2CC3CCCC(C2)N3C2CCCC2)c1 (stereo not drawn)	-12.4%	-4.7
Cc1cc(S(=O)(=O)Nc2ccccc2C(=O)O)ccc1Cl	?	nt

Main list, from the first entry:
SMILES	S3 lipid droplet	S3 lipid droplet cell count max
O=C(N/N=C/C(Cl)=C/c1ccccc1)c1ccncc1	?	nt
NC(=O)C1CCN(C(c2ccccc2F)c2nnnn2Cc2ccco2)CC1 (stereo not drawn)	?	nt
COc1cccc(NC(=S)NC2CC3CCCC(C2)N3C2CCCC2)c1 (stereo not drawn)	-12.4%	-4.7
Cc1cc(S(=O)(=O)Nc2ccccc2C(=O)O)ccc1Cl	?	nt
Cc1ccc(C(C)C)c(OCc2ccc(C(=O)N/N=C/c3cccc(O)c3O)cc2)c1	?	nt
CCOC(=O)c1c(C)c(C(=O)NCc2ccc(OC)cc2)c(C)n1C	19.6%	-6.7
O=C(O)[C@H](Cc1ccccc1)N1Cc2ccccc2C1=O	?	nt
Nc1cccnc1Sc1cccc(Cl)c1	i	-17.5
Cc1cc2nc3n(c2cc1C)CC1CC(C(=O)NCCC(C)C)N(C)C31 (stereo not drawn)	?	nt
CCOC(=O)c1sc(NC(=O)c2cc3ccccc3o2)nc1C	-9.6%	-10.5
CCOC(=O)C1=C(C)C/C(=N\NC(=O)c2ccccc2O)CC1	?	nt
COc1ccc(/C(=N/O)C(C)(C)NO)cc1	?	nt
COc1ccc(CN(C)Cc2ccccc2)c(OC)c1OC	3.3%	17.7
Cc1oc(-c2cccs2)[n+]([O-])c1C	?	nt
COc1ccc(C(=O)NCCC(C)C)cc1S(=O)(=O)N1CCOCC1	24.5%	nt
O=C(Nc1cc(F)ccc1F)C1CCCN(c2ncnc3c2nc2n3CCCCC2)C1 (stereo not drawn)	?	nt
COc1cc(/C=C/c2ccc3cccc([N+](=O)[O-])c3n2)ccc1OCC(=O)O	?	nt
CC1CCC(C(C)C)C(OC(=O)COC(=O)c2cc(O)ccc2N)C1 (stereo not drawn)	?	nt
Cc1ccc(CNC(=O)C2=CCN(S(=O)(=O)c3ccc(C)cc3)CC2)cc1	15.8%	-8.1
Nc1ccc(-c2nnnn2-c2ccc(N)cc2)cc1	?	nt
Cc1ccc(NS(=O)(=O)c2ccc3c(c2)oc(=O)n3C)cc1F	?	nt
O=C(CC1C(=O)NCCN1Cc1cccc(F)c1)NCCCN1CCCC1=O (stereo not drawn)	?	nt
CS(=O)(=O)N(CC(=O)N1CCCCCC1)c1ccc2c(c1)OCCO2	-29.0%	-1.9
C/C=C/C=C/C(=O)OC(C)C(=O)Nc1cc([N+](=O)[O-])ccc1OC (stereo not drawn)	i	nt

Continued, overlapping the part above by 2 compounds.
SMILES	S3 lipid droplet	S3 lipid droplet cell count max
CS(=O)(=O)N(CC(=O)N1CCCCCC1)c1ccc2c(c1)OCCO2	-29.0%	-1.9
C/C=C/C=C/C(=O)OC(C)C(=O)Nc1cc([N+](=O)[O-])ccc1OC (stereo not drawn)	i	nt
Cc1ccc(N(CC2CO2)S(=O)(=O)c2ccc(C)cc2)cc1 (stereo not drawn)	?	nt
Cc1ccc(-n2nnnc2SCC(=O)Nc2c(C)n(C)n(-c3ccccc3)c2=O)cc1	?	nt
C=CCn1c(Cc2csc(N)n2)nnc1SCC(=O)Nc1ccc(C(=O)OCC)cc1	?	nt
COc1ccc(CC(=O)Nc2ccccc2N2CCCC2)cc1OC	i[0.369 µM]	-5.5
C=CCn1c(CSc2ccccc2[N+](=O)[O-])n[nH]c1=S	?	nt
Cc1ccc2[nH]cc(C(=O)CCl)c2c1	?	nt
C#CCOCCOCCOCCNc1nc(N2CCN(C(=O)C([C@@H](C)CC)n3cc(C(N)CO)nn3)CC2)nc(N2CCN(C(=O)[C@H](CCC(=O)O)n3cc(C(N)Cc4ccc(O)cc4)nn3)CC2)n1 (stereo partly drawn)	?	nt
CCn1nnc2cc(C(=O)Nc3cc(Cl)ccc3C)ccc21	?	nt
Cc1ccc(NC(=O)CSCC(=O)OCc2cc(=O)oc3cc(O)ccc23)c(C)c1	?	nt
COc1ccc2[nH]c(=O)c(CN(Cc3ccccc3)Cc3nnnn3CC3CCCO3)cc2c1 (stereo not drawn)	?	nt
O=C(CC1C(=O)NCCN1Cc1cccc(C(F)(F)F)c1)NC1CCOCC1 (stereo not drawn)	?	nt
Cc1ccc(NC(=O)c2cccc(NC(=O)CCC(=O)O)c2)cc1C	-10.6%	-3.3
COc1ccc(CCn2c(NN=C3CCCCC3)nc3c2c(=O)[nH]c(=O)n3C)cc1	17.3%	4.2
Cc1ccc(SCCC(=O)Nc2cc(C)on2)cc1	?	nt
CCn1c2ccc(C)cc2c2nnc(NN)nc21	?	nt
COC(=O)/C(C(C)=O)=C(/C=C/C=C/N(C)C)N(C)C	?	nt
C=C1CCN(C(C)C(=O)OC)S(=O)(=O)c2ccccc21 (stereo not drawn)	-4.5%	-1.0
CCNC(=O)c1ccc(C23CC4CC(CC(C4)C2)C3)o1	?	nt
COc1cc(OC)cc(C(=O)NCCC(c2ccccc2)c2ccccc2)c1	?	nt
CC(C)Sc1cc(N2CCCC2)nc(-c2ccc(F)cc2)n1	-6.0%	-0.9
CCc1c(C)sc(NC(=O)C2CC2c2ccccc2)c1C(N)=O (stereo not drawn)	?	nt
CCOc1ccc(C(C)=O)cc1CC(C(N)=O)C(N)=O	?	nt
CC(=O)CSc1nnc(-c2ccc(S(=O)(=O)N3CCOCC3)cc2)n1C	?	nt
COc1cc([N+](=O)[O-])cc(CN2CCCCC2)c1O	0.6%	-11.3
O=S(=O)(Nc1cccc(-c2ccc(N3CCCCCC3)nn2)c1)c1cccc(F)c1	i	5.5
O=C(O)/C=C/S(=O)(=O)c1ccc2ccccc2c1	?	nt
Cc1c(N2C(=O)CSC2c2ccc(F)cc2)c(=O)n(-c2ccccc2)n1C (stereo not drawn)	?	nt
CCOc1ccc(CNc2nc3ccccc3n2C)cc1	?	nt
COC(=O)c1sc(S(=O)(=O)N2CCCCC2C(=O)O)c(C(=O)OC)c1C (stereo not drawn)	-1.6%	12.2
O=C(CSC1=NCCS1)c1ccc(Cl)cc1	12.3%	16.5
Cc1cc(Cl)cc(Cl)c1CNc1c([N+](=O)[O-])c(=O)oc2ccccc12	?	nt
CCCCn1c(SCC(=O)N(C)C)nnc1-c1ccncc1	11.4%	9.0
CCCCN1C(=O)C(=O)NC[C@@H]1C(C)O (stereo partly drawn)	?	nt
COc1cc(-n2c(=O)c3ccccc3n(Cc3ccccc3)c2=O)cc(OC)c1OC	i	nt
COc1cc(NC(=S)NC(=O)c2cccs2)ccc1NC(=O)C(C)C	0.2%	0.7
Cc1ccc(-n2ncc3c(=O)n(CC#N)cnc32)cc1	17.2%	8.8
C[N+](C)(C)CC/C=C1/c2ccccc2CSc2ccccc21	8.3%	-5.3
c1ccc(-c2nnc(-c3ccco3)o2)cc1	i	2.6
CC1(C)CC(=O)c2cc(C(=O)NC3CCSC3=O)c(=O)n(-c3ccc(Cl)cc3)c2C1 (stereo not drawn)	?	nt
CCn1c(C)[n+](CC)c2ccc(C(=O)N(C)c3ccccc3)cc21	-2.2%	19.5
O=C(COC(=O)COc1ccc(Br)cc1)Nc1ccc2c(c1)OCCO2	2.1%	0.1
COc1cccc2cc(C(=O)Nc3ccc(F)cc3)c(=Nc3ccc(C(=O)O)cc3)oc12	?	nt
CC(=O)Nc1ccccc1NS(=O)(=O)c1ccc(Cl)cc1	?	nt
Cc1cc(C)c2nc(N3CCC(C(=O)NCCCN4CC(C)CC(C)C4)CC3)sc2c1 (stereo not drawn)	4.7%	0.8
C=CCn1c(=O)c2ccccc2n2c(SCc3csc(-c4ccccc4)n3)nnc12	?	nt
CC(=O)c1c(C)n(C)c2ccc(O)cc12	?	nt
CCn1nc(C(=O)NCc2nnc3ccccn23)c2ccccc2c1=O	?	nt
CC(=O)NC(CC(=O)Nc1cccc(S(=O)(=O)N2CCCCC2)c1)c1ccccc1 (stereo not drawn)	?	nt

Given with values under each structure: 6 of the compounds above.
Every second line gives: S3 lipid droplet | S3 lipid droplet cell count max
> Cc1ccc(CNC(=O)C2=CCN(S(=O)(=O)c3ccc(C)cc3)CC2)cc1
    15.8% | -8.1
> Nc1ccc(-c2nnnn2-c2ccc(N)cc2)cc1
    ? | nt
> Cc1ccc(NS(=O)(=O)c2ccc3c(c2)oc(=O)n3C)cc1F
    ? | nt
> O=C(CC1C(=O)NCCN1Cc1cccc(F)c1)NCCCN1CCCC1=O (stereo not drawn)
    ? | nt
> CS(=O)(=O)N(CC(=O)N1CCCCCC1)c1ccc2c(c1)OCCO2
    -29.0% | -1.9
> C/C=C/C=C/C(=O)OC(C)C(=O)Nc1cc([N+](=O)[O-])ccc1OC (stereo not drawn)
    i | nt

Another view of some results above:
Sequence of screens – S3 lipid droplet	S3 lipid droplet cell count max
CCCCN1C(=O)C(=O)NC[C@@H]1C(C)O (stereo partly drawn)
 : ?	nt
COc1cc(-n2c(=O)c3ccccc3n(Cc3ccccc3)c2=O)cc(OC)c1OC
 : i	nt
COc1cc(NC(=S)NC(=O)c2cccs2)ccc1NC(=O)C(C)C
 : 0.2%	0.7

Continuation:
SMILES	S3 lipid droplet	S3 lipid droplet cell count max
COc1cccc(-c2cc(C(F)(F)F)c3c(N)c(C#N)sc3n2)c1	18.9%	-13.2
CCN(CC)CCNC(=O)C1(O)c2cc(Br)ccc2NC(=O)N1c1cccc(OC)c1 (stereo not drawn)	-2.4%	-7.5
COc1cccc(NS(=O)(=O)c2ccc3c(c2)CCCN3C(C)=O)c1	?	nt
CCc1ccc(NC(=S)N2CCC(NC(=O)c3ccccc3)CC2)cc1	?	nt
O=C(CSc1ccccc1Cl)NC1CCCc2ccccc21 (stereo not drawn)	6.9%	nt
COc1ccc(-n2nc(C(=O)NCCCN3CCOCC3)c3ccccc3c2=O)c(OC)c1	?	nt
CCc1nnc(NC(=O)C2CCCO2)s1 (stereo not drawn)	-5.1%	-3.3
Nc1nonc1-n1nnc(C(=O)N/N=C/c2cc(Br)ccc2O)c1CNc1ccccc1	i	-19.2
CC(C)n1nccc1N(Cc1ccc(C#N)cc1)S(=O)(=O)c1ccccc1	?	nt
Cc1cccc(NC(=O)CSc2ccc3nnc(-c4cccnc4)n3n2)c1	i	-14.7
Cc1cc(NC(=O)CCC(=O)N(Cc2ccco2)C(C(=O)NC2CCCC2)c2ccccc2C)no1 (stereo not drawn)	?	nt
CC1Nc2ccccc2C(=O)N1NS(C)(=O)=O (stereo not drawn)	?	nt
COc1ccc(C(=O)NC(C)c2cc(OC)c(OC)cc2Br)cc1 (stereo not drawn)	?	nt
CC(=O)c1ccc(NC(=O)CN2CCN(c3ncccn3)CC2)cc1	i	nt
CS(=O)(=O)N1CCc2cc(C(=O)N3CCN(c4ccc(F)cc4)CC3)ccc21	?	nt
O=C(NC1CCCN(Cc2ccc(Cl)cc2)C1)c1c(F)ccc(F)c1F (stereo not drawn)	?	nt
N#CCC1c2ccccc2CCN1C(=O)Nc1cccc(Cl)c1 (stereo not drawn)	i	nt
CCOC(=O)C1=C(N)Oc2c(oc(CO)cc2=O)C1c1ccc(Cl)cc1 (stereo not drawn)	10.5%	-1.5
COc1ccc(/C=N/NC(=O)c2nnn(-c3nonc3N)c2-c2cccs2)cc1OC	?	nt
COc1cccc(/C=N/n2nnc3c(cnn3-c3ccccc3)c2=O)c1	7.1%	1.7
COc1cccc(NC(=S)Nc2cc(C)cc(C)n2)c1	2.7%	25.6
Cc1cc(-c2nc(C)c(-c3nnc(SCC(=O)Nc4cc(Cl)cc(Cl)c4)n3C)s2)no1	?	nt
c1cnc2c(Oc3ncnc4sccc34)cccc2c1	-3.2%	0.8
CCOC(=O)C1(CCCc2ccccc2)CCN(C(=O)c2ocnc2C)CC1	2.0%	5.0
COCCN(Cc1ccccc1)C(=S)Nc1ccc(OC(F)F)cc1	?	nt
CCOc1ccc(NC(=O)c2cc3ccccc3cc2O)cc1	?	nt
COc1ccc(NC(=O)NCc2ccccc2F)cc1OC	?	nt
O=C1CN(C(=O)COC(=O)CNS(=O)(=O)/C=C/c2ccccc2)c2ccccc2N1	?	nt
CCn1c(SCC(=O)Nc2cccc(C(C)=O)c2)nnc1C(C)C	10.3%	-13.5
Cc1c(Br)c(=O)oc2c(C)c(O)ccc12	-4.2%	-9.6
C/C(=N\NC(=O)c1cc2ccccc2cc1O)c1cccs1	14.7%	-7.1
O=C1NC(=Nc2ccccc2)c2ccc([N+](=O)[O-])cc21	?	nt
C/C(=N\NC(=O)c1ccncc1)c1ccc(N(C)C)cc1	?	nt
CCOc1ccc(NC2OC(C)C(O)C(O)C2O)c([N+](=O)[O-])c1 (stereo not drawn)	-0.8%	7.2
CCOC(=O)c1c(NC(=O)CSc2nnc(-c3cccnc3)o2)sc2c1CCC2	-9.4%	-9.1
Nc1c2c(nn1-c1ccccc1)CCC2	?	nt
O=C(NCCN1CCN(c2ccccc2)CC1)C1(S(=O)(=O)c2ccc(Cl)cc2)CC1	?	nt
NN1C(=O)NC(c2ccccc2)(c2ccccc2)C1=O	-8.4%	-7.6
COc1ccc(C2C3=C(CCCC3=O)Nc3nc(SCc4ccc(C(=O)O)cc4)nn32)cc1OC (stereo not drawn)	?	nt
CCC(=O)Nc1cccc(NC(=S)NC(=O)c2cc3ccccc3o2)c1	?	nt
O=C(Nc1nnc(-c2ccco2)s1)c1ccccc1	-1.5%	-1.3
COCCn1c(C)cc(C(=O)CN2C(=O)NC3(CCCCCC3)C2=O)c1C	?	nt
CCc1ccc2c(c1)C(C)=CC(C)(C)N2	i	-10.3

An excerpt; count on the stated rates, not on these rows.
